Screening results as filed in PubChem.
Menin-MLL TR inh: displaces Texas Red mutant MLL peptide from human menin | O00255 | Menin + Texas Red MLL mutant peptide, fluorescence polarization | Potency, µM (titrated, usually from 61.6 µM), inactives show at the highest dose FP activity change, negative = inhibition, usual class: inhibitors | 270,000 compounds, 0.23% hits | AID 1768; active means well fitted inhibition curve with a large enough effect in the polarisation, with a control signal flat, not every such curve was filed as active; inconclusive means small, poorly fitted or top-dose-only effect, or effect the other way, or a change in a side signal; inactive means no such curve, though single readings can be large or run the other way; the % refers to the polarisation; further: potency means the concentration at half of the fitted maximal effect; % of control where 0% means no effect; many of its hits are not listed in these tables
Target sequence (O00255 whole entry, looked up): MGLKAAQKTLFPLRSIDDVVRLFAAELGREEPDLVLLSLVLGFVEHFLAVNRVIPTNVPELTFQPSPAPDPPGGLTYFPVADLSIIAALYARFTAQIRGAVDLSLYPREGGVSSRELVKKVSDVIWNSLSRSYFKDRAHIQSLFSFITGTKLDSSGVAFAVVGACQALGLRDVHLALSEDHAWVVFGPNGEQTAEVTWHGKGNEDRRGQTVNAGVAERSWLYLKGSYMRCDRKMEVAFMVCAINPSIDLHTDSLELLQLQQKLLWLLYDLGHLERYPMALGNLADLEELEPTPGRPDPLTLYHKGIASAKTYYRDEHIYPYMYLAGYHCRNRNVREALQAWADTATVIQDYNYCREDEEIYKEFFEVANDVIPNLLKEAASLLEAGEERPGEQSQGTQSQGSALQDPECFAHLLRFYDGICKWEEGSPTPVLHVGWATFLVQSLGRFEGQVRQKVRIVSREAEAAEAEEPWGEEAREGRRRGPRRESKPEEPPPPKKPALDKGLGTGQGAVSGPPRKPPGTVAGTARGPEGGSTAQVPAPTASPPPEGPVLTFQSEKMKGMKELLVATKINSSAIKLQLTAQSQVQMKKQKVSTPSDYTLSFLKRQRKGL
CXXC DNA block: MLL CXXC-DNA interaction inhibition; AID 2662; Potency, µM (top dose mostly 115 µM), for inactives: top-dose activity change, negative = inhibition, actives largely listed as inhibitors; MLL-CXXC / FITC-HOXA9 DNA fluorescence polarization; 290,000 compounds, 0.037% hits; active means well fitted inhibition curve with a large enough effect in the polarisation, with a control signal flat, not every such curve was filed as active; inconclusive means small, poorly fitted or top-dose-only effect, or effect the other way, or a change in a side signal; inactive means no such curve, though single readings can be large or run the other way; the % refers to the polarisation; further: potency means the concentration at half of the fitted maximal effect
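Purified MLL-CXXC (added from a 7 uM solution) was preincubated 5 min at ambient with pinned compounds in 50 mM Tris-HCl pH 7.5, 50 mM NaCl, 1 mM DTT, 0.05% BSA. Fluorescein-labeled HOX-A9 DNA (50 nM solution) followed, 30 min, then polarization read.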
Integrin act MD: activates integrin-mediated alleviation for muscular dystrophy; alpha7betagal myoblasts, beta-gal FDG fluorescence, 48 h; Potency, µM (titrated, usually from 38.3 µM), inactives show top-dose activation, usual class: activators; 350,000 compounds, 0.064% hits; AID 624291;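 further: potency means the concentration at half of the fitted maximal effect; 100% = response of the positive control SU9516; nearly all actives have a fitted effect of over 60% in size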
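Alpha7betagal+/- myoblasts (passage 13) were plated 16-24 hr, then exposed to compounds (1:260 dilution of DMSO stock) for 48 hours at 37C. After MPER lysis, β-galactosidase reporter activity was read as FDG fluorescence (ex 480/em 540) after 30 minutes.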
A-T KAP1 phos: candidate therapy for ataxia-telangiectasia; […] A-T fibroblasts, KAP-1 phosphorylation AlphaLISA; neocarzinostatin DNA damage 30 min before lysis; Potency, µM (highest dose often 57.5 µM), without a hit: at the highest dose activation, actives largely listed as activators; 320,000 compounds, 0.19% hits; AID 485349; further: potency means the concentration at half of the fitted maximal effect; % of control where 0% means no effect; nearly all actives have a fitted effect of over 45% in size
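ATM-like activity read as KAP-1 phosphorylation via AlphaLISA donor/acceptor antibody pairs after lysis and 6 hr at 25C. Cells were ATM-null patient fibroblasts ([…], hTERT), dosed 60 min, then exposed to the DSB inducer NCS for 30 min.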
TCR act: T cell receptor activation. primary human leukocytes, anti-CD3, IL-2 HTRF, 48 h. Potency, µM (titrated, usually from 9.22 µM), without a hit: top-dose activation of IL-2 secretion, actives largely listed as activators. 330,000 tested, under 10 active; further: % of control where 0% means no effect
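TCR engagement came from a-CD3 beads alone, with compounds added to primary human leukocytes for 48 hr. Secreted IL-2 bridged europium cryptate- and d2-labelled anti-IL-2 antibodies, giving FRET emission at 665nm after 320nm excitation.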
TSHR antag: antagonists of human thyroid stimulating hormone receptor | P16473 | TSHR-expressing cells, TSH-stimulated cAMP HTRF, 2 h; hits give low values | activity change, negative = inhibition, % at 11.5 µM | 330,000 compounds, 0.2% hits | AID 504810;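 active means activity change below a set negative limit, meaning inhibition stronger than a set level, cut at about -70% in these data; inconclusive means activity change between two set negative limits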; further: on the % scale 0 is the no-effect control and ±100 the full control effect
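Competitive HTRF cAMP read-out (cryptate anti-cAMP antibody, cAMP-d2; 30 min, room temperature) in freshly harvested TSHR cells. Compounds added before TSH at EC80 (4nM final), followed by 2 hours' incubation at 37 deg C.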
MBNL1-CUG inh: MBNL1-poly(CUG) RNA binding inhibition. Q9NR56. TR-FRET MBNL1-His/biotin-(CUG)12 binding, 665/545 ratio. Potency, µM (highest dose often 57.5 µM), inactives show top-dose activity change, negative = inhibition, actives largely listed as inhibitors. 280,000 compounds, 0.036% hits; active means well fitted inhibition curve with a large enough effect in the signal ratio, with a control signal flat, not every such curve was filed as active; inconclusive means small, poorly fitted or top-dose-only effect, or effect the other way, or a change in a side signal; inactive means no such curve, though single readings can be large or run the other way; the % refers to the signal ratio; further: potency means the concentration at half of the fitted maximal effect; on the % scale 0 is the no-effect control and ±100 the full control effect
Target sequence (Q9NR56 whole entry, looked up): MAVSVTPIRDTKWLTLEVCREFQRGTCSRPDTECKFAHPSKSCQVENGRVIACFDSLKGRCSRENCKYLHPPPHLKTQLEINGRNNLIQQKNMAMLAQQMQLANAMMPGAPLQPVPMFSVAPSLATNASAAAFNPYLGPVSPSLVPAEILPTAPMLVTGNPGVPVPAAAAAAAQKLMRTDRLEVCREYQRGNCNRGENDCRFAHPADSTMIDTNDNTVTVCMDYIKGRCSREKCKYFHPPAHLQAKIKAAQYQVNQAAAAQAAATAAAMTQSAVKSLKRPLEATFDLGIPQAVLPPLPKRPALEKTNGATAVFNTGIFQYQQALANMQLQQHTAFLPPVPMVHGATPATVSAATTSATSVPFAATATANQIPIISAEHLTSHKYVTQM
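TR-FRET between His-tagged MBNL1 and biotin-(CUG)12 RNA, detected with Tb anti-His antibody (0.055 ng/ul) and streptavidin-XL665 (5 nM), 60 min at room temperature. Compounds titrated 92 nM to 58 uM; 665/545 nm ratio normalized to buffer and complex controls.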
Mito fusion act: blocks mitochondrial division or promotes mitochondrial fusion | S. cerevisiae fusion-defective mutant growth rescue, CellTiterGlo 48 h | Potency, µM (series often up to 46.1 µM), without a hit: at the highest dose growth rescue (activation), usual class: activators | 320,000 compounds, 0.23% hits | AID 485298;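 further: potency means the concentration at half of the fitted maximal effect; % of control where 0% means no effect; nearly all actives have a fitted effect of over 45% in size; temperature-sensitive fusion mutants such as fzo1-1 at 37 °C on non-fermentable ethanol glycerol medium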
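S. cerevisiae fusion-defective temperature-sensitive mutants (e.g. fzo1-1, mgm1-5) grown 48 h at 37C in YPEG (ethanol/glycerol non-fermentable) medium with 23 nl compound per well; growth rescue read as CellTiterGlo luminescence.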
PTAP TSG101 blk: blocks PTAP/TSG101 interaction to inhibit HIV-1 budding. AID 493005. 340,000 tested, under 10 active. Potency, µM (titrated, usually from 115 µM), for the others: at the top dose activity change, negative = inhibition, usual class: inhibitors. Fluorescence polarization, FITC-PTAP peptide / Tsg101 binding; active means well fitted inhibition curve with a large enough effect in the main read-out, with a control signal flat, not every such curve was filed as active; inconclusive means small, poorly fitted or top-dose-only effect, or effect the other way, or a change in a side signal; inactive means no such curve, though single readings can be large or run the other way; further: potency means the concentration at half of the fitted maximal effect; % of control where 0% means no effect
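Fluorescence anisotropy tracks displacement of a FITC-tagged PTAP peptide (50 nM) from the Tsg101 binding domain (10 uM), following a 20 min room-temperature incubation at pH 7.5.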
ASM inhibitor: human S-ASM enzyme inhibition | P17405 | Potency, µM (top dose mostly 57.5 µM), for inactives: at the top dose activity change, negative = inhibition, hits mostly inhibitors | placental ASM, HMU-PC fluorogenic substrate, 60 min | AID 504937 | 340,000 compounds, 0.006% hits; further: potency means the concentration at half of the fitted maximal effect
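Fluorescence read-out (Ex 386 nm, Em 447 nm) after stopping the reaction at pH 10. Enzyme: ASM from human placenta; substrate HMU-PC0, 9 uM final; 60 min, 37 °C. Compound preincubation 10 min, ambient temperature.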
* = called active by the depositor; u = inconclusive; x = not tested or not shown; [ ] = remark or other dose. Unless noted, the call rests on the fitted dose curve; in most records, active means well fitted curve in the direction sought with a large enough effect; inconclusive means small, poorly fitted or top-dose-only effect, or another doubt; inactive means no such curve, though single readings can be large; an effect the other way counts as inactive or inconclusive. A portion of the library (hit frequency here may not be typical).

#	SMILES	Menin-MLL TR inh	CXXC DNA block	Integrin act MD	A-T KAP1 phos	TCR act
1	CCOc1ncccc1C(=O)OCC(=O)c1cc(C)n(Cc2ccco2)c1C	6%	-9%	-15%	9%	-3%
2	Cc1ccc(CN2C(=O)CC(Nc3ccc(N4CCOCC4)cc3)C2=O)cc1 (centres undefined)	-8%	-6%	u	3%	x
3	Cc1cccc(/C(N)=N/OC(=O)COc2ccc(Cl)c(C)c2)c1	-8%	5%	6%	7%	-2%[46.1 µM]
4	COc1ccc(S(=O)(=O)N(C)CC(=O)Nc2ccc3c(c2)OCO3)cc1OC	u	-1%	-25%	x	-1%
5	OCC1(Cc2ccccc2F)CCCN(Cc2c(F)ccc(F)c2F)C1 (centres undefined)	u	-6%	0%	5%	x
6	COc1cc(C(=O)OCC(=O)N2CCN(C(C)=O)CC2)ccc1OCC(C)C	x	x	22%	-1%	11%
7	COc1ccc(C(=O)C2CCCN(Cc3cn[nH]c3-c3ccc(F)cc3)C2)cc1OC (centres undefined)	8%	7%	-29%	4%	0%
8	CCc1ccccc1OCC(=O)Nc1cccc(S(=O)(=O)N2CCCC2)c1	x	x	-33%	3%	-4%

#	TSHR antag	MBNL1-CUG inh	Mito fusion act	PTAP TSG101 blk	ASM inhibitor
1	-25	u	7%	-3%	-2%
2	-15	11%	0%	1%	3%
3	17	-20%[11.5 µM]	x	1%	0%
4	3	2%	3%	1%	3%
5	-19	5%	2%	2%	1%
6	-4	x	3%	-2%	-1%
7	-9	1%	1%	-6%	0%
8	-4	x	14%	0%	-3%

(list continues)
#	SMILES	Menin-MLL TR inh	CXXC DNA block	Integrin act MD	A-T KAP1 phos	TCR act
9	CC(C)Oc1ccc(N2CC(C(=O)OCC(=O)NCc3ccccc3)CC2=O)cc1 (centres undefined)	u	-16%	11%	0%	-2%
10	Cc1ccc(NC(=O)CN2C(=O)C3C4C=CC(C4)C3C2=O)cc1S(=O)(=O)N(C)C (centres undefined)	2%	8%	-5%	-5%	6%
11	CCOC(=O)C1=CN(Cc2ccco2)S(=O)(=O)N(C)C1c1ccc(F)c(Cl)c1 (centres undefined)	x	x	5%	4%	-2%[46.1 µM]
12	COc1ccccc1-c1nc(-c2ccncc2)no1	28%	-2%	-22%	3%	0%
13	CN1CCN(C(=O)c2ccccc2NC(=O)Cc2ccccc2)CC1	8%	6%	-20%	-4%	0%
14	O=C(COC(=O)c1ccc(S(=O)(=O)N2CCCC2)cc1)NCc1ccc(F)cc1	u	25%	15%	1%	-2%
15	COc1cccc(CNC(=O)c2cccs2)c1	-8%	10%	-41%	21%	3%
16	CCCS(=O)(=O)N1CCC(C(=O)N2CCN(C(=O)OCC)CC2)CC1	-11%	4%	0%	0%	5%

#	TSHR antag	MBNL1-CUG inh	Mito fusion act	PTAP TSG101 blk	ASM inhibitor
9	-1	-9%	1%	-6%	0%
10	5	x	-6%	-4%	2%
11	13	x	x	-1%	5%
12	2	-5%	-4%	-6%	0%
13	5	-10%	1%	-1%	3%
14	5	-6%	0%	1%	-1%
15	17	-3%	4%	-2%	22%
16	-6	-14%	2%	2%	-1%

Further compounds:
#	SMILES	Menin-MLL TR inh	CXXC DNA block	Integrin act MD	A-T KAP1 phos	TCR act
17	Cc1c(-n2c(SCC(=O)O)nnc2-c2ccccc2Cl)c(=O)n(-c2ccccc2)n1C	0%	10%	31%	7%	9%
18	COc1ccc(C2C(C#N)=C(N)OC3=C2C(=O)CC(C)C3)c(OC)c1OC (centres undefined)	u	-3%	6%	5%	-3%
19	COCC(=O)Nc1ccc(Br)c(C)c1	0%	5%	-26%	1%	-2%
20	CN(C)c1cc2c(cc1NS(=O)(=O)c1ccccc1)n(C)c(=O)n2C	11%	26%	-7%	10%	0%
21	COc1ccccc1NC(=O)c1ccccc1N(Cc1ccccc1)S(C)(=O)=O	-13%	22%	0%	-7%	10%
22	CCn1c(SCC(=O)NC2CCCCC2)nnc1-c1cccs1	-1%	-7%	5%	-10%	-3%
23	COc1ccc(C(=O)O)cc1NC(=S)NC(=O)c1ccc(-c2ccc(Cl)cc2)o1	27%	-8%	-9%	8%	16%
24	O=C(NC(=S)N(Cc1ccccc1)Cc1ccccc1)c1ccccc1F	2%	12%	-37%	0%	-3%

#	TSHR antag	MBNL1-CUG inh	Mito fusion act	PTAP TSG101 blk	ASM inhibitor
17	15	-5%	-8%	1%	4%
18	8	-1%	-5%	-2%	4%
19	8	-2%	0%	-7%	2%
20	-13	1%	9%	-7%	5%
21	6	-7%	5%	-2%	4%
22	16	2%	1%	-4%	5%
23	-21	4%	0%	1%	1%
24	-1	8%	1%	0%	-2%

(more compounds)
#	SMILES	Menin-MLL TR inh	CXXC DNA block	Integrin act MD	A-T KAP1 phos	TCR act
25	Cn1c(SCC(=O)NNC(=O)c2ccccc2)nnc1C(F)(F)F	x	x	14%	2%	4%
26	CCc1nnc(NS(=O)(=O)c2ccc(NC(=O)c3ccc(Br)cc3)cc2)s1	u	2%	3%	-3%	0%
27	CCOC(=O)C1(CC2CCCCO2)CCN(C(=O)Nc2ccccc2SC)CC1 (centres undefined)	-19%	-13%	31%	3%	-1%
28	COc1ccc(/C=C(\NC(=O)c2cccs2)C(=O)NC(C)(C)C)cc1OC	4%	-2%	-21%	0%	2%
29	Cc1nnc(SCC(=O)NC2CCCC2)n1C(C)C	x	11%	-27%	7%	1%
30	N#Cc1cn(CC(=O)NCc2cccnc2)c2ccccc12	-17%	4%	9%	14%	-3%
31	Cc1cc(C)c(S(C)(=O)=O)c(NN)n1	14%	2%	-18%	-1%	-7%
32	CC(=O)NC1=NN(C(C)=O)C(c2ccco2)S1 (centres undefined)	x	-4%	8%	16%	8%

#	TSHR antag	MBNL1-CUG inh	Mito fusion act	PTAP TSG101 blk	ASM inhibitor
25	-6	x	-5%	0%	4%
26	-11	-4%	2%	-3%	5%
27	-10	-10%	-1%	-5%	0%
28	-5	-6%	4%	-7%	-2%
29	-10	-3%	-1%	-1%	-1%
30	-4	0%	-1%	-4%	1%
31	4	1%	15%	-4%	-6%
32	6	6%	-2%	-1%	4%

Continued.
#	SMILES	Menin-MLL TR inh	CXXC DNA block	Integrin act MD	A-T KAP1 phos	TCR act
33	COc1ccc(C)cc1NC(=O)C(c1ccccc1)N1CCN(CC(=O)N2CCCC2)CC1 (centres undefined)	x	x	-5%	8%	2%
34	CC(=O)NC(c1cccs1)c1cc([N+](=O)[O-])c2cccnc2c1O (centres undefined)	u	-3%	-12%	-2%	-2%[46.1 µM]
35	O=C(NCc1ccccc1)c1onc(CSc2ccccc2)c1C(=O)NCc1ccccc1	x	x	-6%	x	1%
36	O=C(CN(Cc1ccco1)C(=O)CNS(=O)(=O)c1ccc(Cl)cc1)NCC1CCCO1 (centres undefined)	x	-9%	5%	-4%	1%

#	TSHR antag	MBNL1-CUG inh	Mito fusion act	PTAP TSG101 blk	ASM inhibitor
33	3	x	0%	-4%	1%
34	6	u	5%	-2%	-2%
35	x	x	x	3%	-2%
36	2	-8%	1%	-1%	0%
